G9a inh: qHTS Assay for Inhibitors of Histone Lysine Methyltransferase G9a; Histone-lysine N-methyltransferase EHMT2 (Homo sapiens), Q96KQ7; Potency, µM (highest dose often 102 µM), for the others: at the top dose activity, negative = inhibition, actives largely listed as inhibitors; 350,000 tested, 8.8% active; G9a H3K9 monomethylation, AlphaScreen, 2 h; note: potency is the fitted concentration of half-maximal effect; % is set by controls: 0 for no effect and ±100 for the full control effect; nearly all actives have a fitted effect of over 75% in size
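Step 1: enzyme (final 20 nM) with compound, 15 min RT. Step 2: substrate peptide 500 nM and SAM 20 uM, 2 h RT. Step 3: anti-H3K9me1 antibody and AlphaScreen beads, 10 min, then plate read.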
Pin1 inh: qHTS Assay to Find Inhibitors of Pin1; Peptidyl-prolyl cis-trans isomerase NIMA-interacting 1 (Homo sapiens), Q13526; Pin1 FP peptide displacement, HiFluor488, 10 min; Potency, µM (top dose mostly 115 µM), without a hit: at the highest dose activity, negative = inhibition, actives largely listed as inhibitors; 390,000 tested, 0.009% active; AID 504891, 2011; active = well fitted inhibition curve with a large enough effect in the polarisation, with a control signal flat, not every such curve was filed as active; inconclusive = small, poorly fitted or top-dose-only effect, or effect the other way, or a change in a side signal; inactive = no such curve, though single readings can be large or run the other way; the % refers to the polarisation; note: potency is the fitted concentration of half-maximal effect; % is set by controls: 0 for no effect and ±100 for the full control effect
JMJD2A Tudor: qHTS Assay for Inhibitors of JMJD2A-Tudor Domain; Lysine-specific demethylase 4A (Homo sapiens), O75164; AlphaScreen JMJD2A-Tudor / H3K4me3 peptide binding; Potency, µM (doses to about 114 µM), for inactives: at the top dose activity change, negative = inhibition, actives largely listed as inhibitors; 390,000 tested, 4.4% active; AID 504339, 2011; note: potency is the fitted concentration of half-maximal effect; % is set by controls: 0 for no effect and ±100 for the full control effect; nearly all actives have a fitted effect of over 50% in size
HP1b chromo inh: HTS for Inhibitors of HP1-beta Chromodomain Interactions with Methylated Histone Tails; AlphaScreen HP1-beta / biotin-H3K9me3 peptide binding; 390,000 tested, 0.56% active; Potency, µM (highest dose often 114 µM), for inactives: at the highest dose activity change, negative = inhibition, most hits filed as inhibitors; Chromobox protein homolog 1 (Homo sapiens), P83916; note: potency is the fitted concentration of half-maximal effect; nearly all actives have a fitted effect of over 70% in size; inactives centre near 23
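HP1-beta protein (50 nM final) preincubated 30 min at room temperature with biotinylated H3(1-18)K9me3 peptide (50 nM) in PBS pH 7.4, 0.01% Tween-20, then compound added for 30 min. AlphaScreen streptavidin donor/nickel chelate acceptor beads (10 ug/mL final), 30 min dark, luminescence read.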
Pol eta inh: qHTS for Inhibitors of Polymerase Eta; DNA polymerase eta (Homo sapiens), Q9Y253; recombinant Pol eta, fluorescent DNA replication assay; Potency, µM (doses to about 114 µM), for inactives: at the top dose activity change, negative = inhibition, most hits filed as inhibitors; 390,000 tested, 1.2% active; AID 588591, 2011; note: potency is the fitted concentration of half-maximal effect; % is set by controls: 0 for no effect and ±100 for the full control effect
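Pol eta (10 nM) was preincubated with compounds for 15 min at room temperature, after which fluorescent replication substrate (50 nM final) was added to start the reaction. Fluorescence was read kinetically at 0 and 10 min.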
PGK inhibitor: qHTS Assay to Find Inhibitors of Phosphoglycerate Kinase | Potency, µM (highest dose often 57.5 µM), for the others: at the highest dose activity change, negative = inhibition, actives largely listed as inhibitors | Phosphoglycerate kinase, glycosomal (Trypanosoma brucei brucei), P07378 | 380,000 tested, 0.043% active | PGK/GAPDH coupled, Kinase-Glo luminescence, 60 min | AID 602233, 2012; note: potency is the fitted concentration of half-maximal effect; % is set by controls: 0 for no effect and ±100 for the full control effect; nearly all actives have a fitted effect of over 60% in size
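Recombinant glycosomal PGK reaction used 1,3-bisphosphoglycerate generated in-well by GAPDH (100nM final) in 100mM TEA pH 7.6, 5mM MgCl2, 0.01% Tween-20. After 60 minutes at room temperature, ATP was read by Kinase-Glo Plus luminescence end-point.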
PI4K2A block: qHTS for small molecular inhibitors of PI4K2A. AID 1346378, 2018. purified PI4K2A, ADP-Glo luminescence, 1 h; hits give low values. activity change, negative = inhibition, % at 76.9 µM. 420,000 tested, 0.13% active; in the data active = activity change below about -50%; inconclusive = mostly about -30% to -49%;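 note: -100% = wells without enzyme as full effect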
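Compounds are screened against recombinant PI4K2A using PI as substrate and ATP, the latter dispensed at 300 microM. Reactions run one hour at ambient temperature before ADP-Glo detection; full inhibition defined by wells lacking enzyme.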
BAZ2B inh: qHTS Assay for Inhibitors of BAZ2B; Bromodomain adjacent to zinc finger domain protein 2B (Homo sapiens), Q9UIF8; 360,000 tested, 4.4% active; AlphaScreen BAZ2B-H3K14Ac peptide displacement; Potency, µM (doses to about 114 µM), inactives show at the highest dose activity change, negative = inhibition, actives largely listed as inhibitors; note: potency is the fitted concentration of half-maximal effect; % is set by controls: 0 for no effect and ±100 for the full control effect; nearly all actives have a fitted effect of over 60% in size
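Multi-concentration screen (max 110 uM) measuring displacement of acetylated histone H3 peptide from BAZ2B by AlphaScreen, using 50 nM protein, 50 nM peptide and 10 ug/mL streptavidin donor plus Ni-chelate acceptor beads.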
GLS inh: qHTS for Inhibitors of Glutaminase (GLS); 410,000 tested, 0.21% active; AID 624170, 2012; GLS enzymatic activity, qHTS titration; Glutaminase kidney isoform, mitochondrial (Homo sapiens), O94925; Potency, µM (highest dose often 45.5 µM), for inactives: at the highest dose activity change, negative = inhibition, actives largely listed as inhibitors; note: potency is the fitted concentration of half-maximal effect; % is set by controls: 0 for no effect and ±100 for the full control effect
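Read-out is an Amplex red fluorescence increase coupled through glutamate oxidase and HRP, measured before and after 30 min room-temperature incubation. hKGA is in 45 mM KH2PO4 (pH 8.2) with 0.02% Tween-20; glutamine added as 1mM solution.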
* = called active by the depositor; i = inactive; ? = inconclusive; · = no result given; [ ] = remark or other dose. Unless noted, calls come from the whole dose curve; as a rule, active = well fitted curve in the direction sought with a large enough effect; inconclusive = small, poorly fitted or top-dose-only effect, or another doubt; inactive = no such curve, though single readings can be large; an effect the other way counts as inactive or inconclusive.

SMILES	G9a inh	Pin1 inh	JMJD2A Tudor	HP1b chromo inh	Pol eta inh	PGK inhibitor	PI4K2A block	BAZ2B inh	GLS inh
COc1cccc(C(=O)CN(C(=O)c2ccc(Cl)c(Cl)c2)N2C(=O)c3ccccc3C2=O)c1	9.3%	-0.4%	-20.5%	9.9%	-4.8%	i	-6.0	-27.3%	-1.3%
COc1ccc(C(C)(C)C)cc1NC(=O)C1C2C=CC(C2)C1C(=O)O (stereo not drawn)	50.1µM*	-2.9%	-13.2%	17.0%	4.3%	4.2%	9.6	-34.7%	3.0%
COc1ccc2c(c1)NC(c1cc(Cl)cc(Cl)c1O)c1cccn1-2 (stereo not drawn)	?	1.3%	-16.1%	26.0%	-18.9%	3.7%	4.5	-10.1%	-8.5%
CCc1ccc(NC(=O)NCCN2CCCCC2)cc1	·	-1.1%	-13.0%	19.8%	-23.7%	-2.6%	9.3	-5.9%	-4.2%
CCNS(=O)(=O)c1ccc(CCC(=O)N2CCN(c3cccc(Cl)c3)CC2)cc1	8.9%	3.9%	-14.7%	4.8%	-16.1%	-3.8%	3.4	4.4%	5.6%
O=C(COc1ccccc1F)Nc1nnc(-c2ccncc2)s1	70.8µM*	24.4%	20µM*	21.2%	-7.7%	-8.9%	2.5	-34.0%	1.2%
O=C(Oc1ccnc2cc(Cl)ccc12)N1CCOCC1	-19.2%	3.3%	1.3%	34.5%	-18.7%	-10.9%	14.5	8.7%	-2.3%
CCc1ccc(OCC(=O)Nc2ccc(S(=O)(=O)Nc3onc(C)c3C)cc2)cc1	-31.3%[59 µM]	7.0%	-25.5%	33.0%	·	·	-8.9	-9.5%	17.6%
O=S(=O)(NC(=NCCc1ccc(Cl)cc1)c1ccccc1Cl)c1cccs1	-4.6%	1.2%	?	1.4%	-5.0%	7.5%	-0.2	-17.2%	0.2%
Cc1ccc(NC(=O)C2Oc3ccccc3OC2C)cc1 (stereo not drawn)	19.6%	-0.7%	13.9%	57.7%[activator]	-1.8%	-2.9%	0.1	5.3%	-4.9%
CC1NC(=O)c2cccnc2-n2c1nc1cc(F)c(F)cc1c2=O (stereo not drawn)	·	·	·	·	-8.7%	-1.2%	5.1	·	-0.8%
N#Cc1ccc(Cl)cc1NC(=O)COC(=O)c1ccc2c(c1)OCCO2	-2.8%[59 µM]	11.2%	-1.6%	2.4%	-5.5%	-2.5%	-10.5	2.0%	0.5%
CC(Sc1nc2nn(-c3ccccc3)c(=O)c-2c2n1CCCCC2)C(N)=O (stereo not drawn)	?	-0.3%	-14.1%	16.3%	-16.6%	-1.7%	7.4	6.1%	1.0%
COc1cc(C(=O)NNC(=S)NC(=O)/C=C/c2ccccc2)cc(OC)c1OC	31.6µM*	?	-12.4%	-1.5%	-4.6%	3.6%	0.1	-1.8%	?
COc1ccccc1CNC(=O)CCCn1c(=O)c2ccccc2n(CC(=O)Nc2c(C)cc(C)cc2C)c1=O	3.6%[59 µM]	10.0%	3.1%	68.2%[activator]	-0.4%	-5.2%	-0.5	19.3%	-6.0%
CC1CC(C)(C)NC(=S)N1CC(=O)N1CCN(Cc2ccccc2)CC1 (stereo not drawn)	?	0.4%	-0.7%	25.1%	-16.9%	-3.2%	-0.1	-11.1%	0.1%
O=C(NCCC1=CCCCC1)C1CCN(S(=O)(=O)c2cnc[nH]2)CC1	?	-4.5%	-20.5%	55.6%[activator]	5.6%	-0.4%	2.3	8.6%	11.5%
COc1ccc(C(=O)NNC(=S)Nc2ccccc2)cc1	44.7µM*	-0.5%	-3.6%	14.8%	3.2%	-0.3%	-4.1	-3.0%	?
O=C(OCC(=O)N1CCCc2ccccc21)c1ccc(Cl)nc1	15.4%[59 µM]	0.0%	-4.7%	31.1%	-13.6%	-3.9%	-2.9	-2.1%	1.4%
CC1=C(C(=O)N(C)C)CC(CC(=O)NCCc2ccccn2)C(=O)N1Cc1ccc(F)cc1 (stereo not drawn)	·	·	·	·	-1.8%	2.6%	3.1	·	1.6%
Cn1c(=O)c2nc(SCC(=O)Nc3cc(Cl)ccc3Cl)n(C)c2n(C)c1=O	6.9%[59 µM]	-4.5%	-2.9%	20.0%	-13.0%	-6.2%	5.5	-2.5%	7.4%
Cc1ccc(/C=N/N2CCN(c3ccccn3)CC2)cc1	?	-1.5%	-30.8%	0.1%	-17.6%	-7.6%	6.6	-31.9%	-4.2%
CCOC(=O)c1c(S(=O)(=O)N2CCCC(C(=O)Nc3cccc(C#N)c3)C2)c(C)n(C)c1C (stereo not drawn)	-0.8%[59 µM]	-3.0%	-23.7%	7.0%	3.8%	-0.2%	-1.5	?	13.2%
C=CC[N+]1(CC=C)CCOCC1	?	-2.5%	-7.5%	74.6%[activator]	-4.8%	i	-6.7	-12.4%	-5.7%
Cn1c(N)c(C(=O)COC(=O)C2CCCC2)c(=O)n(C)c1=O	8.4%	-0.5%	2.6%	19.3%	-8.8%	-0.4%	1.0	-4.8%	-12.3%

The list goes on, overlapping the part above by 2 compounds.
SMILES	G9a inh	Pin1 inh	JMJD2A Tudor	HP1b chromo inh	Pol eta inh	PGK inhibitor	PI4K2A block	BAZ2B inh	GLS inh
C=CC[N+]1(CC=C)CCOCC1	?	-2.5%	-7.5%	74.6%[activator]	-4.8%	i	-6.7	-12.4%	-5.7%
Cn1c(N)c(C(=O)COC(=O)C2CCCC2)c(=O)n(C)c1=O	8.4%	-0.5%	2.6%	19.3%	-8.8%	-0.4%	1.0	-4.8%	-12.3%
COc1ccc(OC)c(C(=O)c2coc3ccc(OC(C)=O)cc23)c1	2.2%[59 µM]	1.2%	-20.1%	34.9%	-3.7%	2.3%	-9.1	-6.8%	7.7%
COC(=O)c1cc(OC)c(OC)cc1NC(=O)CCc1ccc(C)o1	2.3%[12.7 µM]	0.3%	-8.7%	-5.8%	-13.7%	i	2.8	?	-1.9%
CCn1nc(C)c(/C=N/NC(=O)Cn2nnc(N)n2)c1C	17.4%	-8.3%	-2.0%	25.4%	5.2%	-3.5%	3.1	-4.1%	-0.5%
Cc1c(C(=O)OCC2CCCO2)[nH]c2c1C(=O)CC(c1ccc(N(C)C)cc1)C2 (stereo not drawn)	14.1µM*	-17.1%	50.1µM*	-5.2%	2.3%	-5.6%	-9.2	44.7µM*	7.5%
COc1cc(Cl)c(C)cc1NC(=O)[C@@H]1CCCN1C(=O)c1cccs1	-1.3%	-1.0%	-7.0%	22.3%	-13.9%	-1.3%	-2.4	-4.8%	-0.3%
NS(=O)(=O)c1cccc(NC(=O)CSc2nnc3n2CCCCC3)c1	·	-3.9%	-10.1%	23.6%	-7.0%	i	-1.5	·	-0.1%
Cc1cc(/C(N)=N/OC(=O)c2cccc(Cl)c2)no1	16.3%	6.5%	-9.7%	5.8%	-11.9%	-11.1%	-11.5	4.8%	1.2%
CC(=O)Nc1ccc2c(c1)N(C(=O)CN(C)C)c1ccccc1CC2	10.5%[12.7 µM]	-8.5%	-10.5%	22.2%	9.5%	·	1.7	2.4%	10.8%
CCCCc1nc(SCCN2CCOCC2)c2c(=O)n(C)c(=O)n(C)c2n1	-38.6%	-6.5%	-7.7%	6.6%	0.4%	-2.6%	7.6	2.1%	-11.2%
CCOc1ccc(NS(=O)(=O)c2ccc(C(=O)NCC(c3ccc(OC)cc3)N3CCCC3)cc2)cc1 (stereo not drawn)	-3.2%[0.501 µM]	13.4%	-33.8%	7.9%	-23.3%	-0.2%	-1.0	-23.7%	15.2%
CCCNC(=O)COC(=O)c1ccc(Cl)c(S(=O)(=O)N2CCCC2)c1	7.2%	-0.7%	-4.7%	2.4%	17.6%	-5.5%	-0.1	-37.0%	4.5%
O=C(CN1C(=O)S/C(=C\c2ccc(Cl)cc2)C1=O)NNC(=O)c1ccccc1O	8.1%[59 µM]	7.6%	-8.5%	27.6%	?	-10.6%	-18.3	?	11.6%
O=C(C1CCCCC1)N(Cc1cccnc1)c1nc2c(F)cc(F)cc2s1	-18.1%[59 µM]	-2.8%	0.6%	36.8%	-27.9%	-3.8%	2.7	?	-4.4%
CC1CCCCC12NC(=O)N(CC(=O)Nc1ccc3c(c1)OCO3)C2=O (stereo not drawn)	·	·	·	·	-14.5%	0.4%	1.1	·	1.5%
Cc1ccc(-c2c(C(=O)Nc3ccccc3C)c(C)[nH]c(=S)c2C#N)o1	-129.9%	21.2%	-3.8%[11.4 µM]	5.0%	?	-0.9%	?	79.4µM*	-6.2%
C/C(CC(=O)Nc1cccnc1)=N/NC(=O)COc1ccc(Cl)cc1Br	·	-6.6%	-5.6%	49.4%[activator]	-12.7%	-7.4%	2.0	-6.0%	-13.1%
O=C(NCCCn1cccn1)C1CCC(=O)N(CCc2ccccc2)C1 (stereo not drawn)	2.9%	-0.1%	-8.3%	33.3%	-19.5%	-8.2%	5.1	0.9%	-16.7%
CCc1ccccc1NC(=O)N1CCCn2nc(C)cc21	4.0%[59 µM]	-1.3%	7.0%	36.3%	·	·	3.9	-1.6%	3.0%

Screening results as filed in PubChem BioAssay.

A portion of the library. The share of hits here may be higher or lower than overall.
